ASAP1 GAP inh: blocks human ASAP1-stimulated Arf1 GTP hydrolysis. Q9ULH1. GDP FP detection. inhibition, % at 16.5 µM. 360,000 compounds, 0.19% hits. AID 624377; in the data active means inhibition above about 25%;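 further: 0% = vehicle with enzyme and substrate and 100% = no enzyme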
Target sequence (Q9ULH1 325-724 limits assumed): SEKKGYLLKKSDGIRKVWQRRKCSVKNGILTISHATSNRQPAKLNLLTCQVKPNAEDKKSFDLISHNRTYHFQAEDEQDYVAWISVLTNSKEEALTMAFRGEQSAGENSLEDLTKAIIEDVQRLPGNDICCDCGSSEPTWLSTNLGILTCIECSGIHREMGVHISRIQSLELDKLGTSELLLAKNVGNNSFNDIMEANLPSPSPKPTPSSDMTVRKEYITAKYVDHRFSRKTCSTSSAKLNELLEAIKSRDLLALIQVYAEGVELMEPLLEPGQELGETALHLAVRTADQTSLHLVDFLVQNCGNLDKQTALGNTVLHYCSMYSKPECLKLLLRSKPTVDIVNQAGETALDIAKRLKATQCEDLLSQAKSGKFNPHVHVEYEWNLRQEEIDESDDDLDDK
ARFGAP1 inh: inhibitors of rat ARFGAP1 | AID 651572 | inhibition, % at 16.5 µM | Arfgap1-stimulated ARF1 GTP hydrolysis, GDP FP detection | Q62848 | 360,000 compounds, 0.26% hits;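 active means inhibition above a per-plate limit, mean inhibition of low control wells plus 3 SD, cut at about 25% in these data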;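 further: 0% = DMSO wells with enzyme and 100% = wells lacking Arfgap1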
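Assay system: Rat Arfgap1 GAP domain (His6, aa 1-136), purified enzyme | Buffer or medium: HEPES 25 mM pH 7.5, NaCl 150 mM, MgCl2, DTT | Schedule: GTP hydrolysis reaction 2 h at 25 °C | Signal: FP of antibody-bound GDP Alexa 633 tracer, ex 620/em 688 nm | Measure: Percent inhibition of Arfgap1-stimulated GTP hydrolysis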
PG9 binder: PG9 antibody binding by small molecule; TR-FRET gp120-PG9 antibody binding; inhibition, % at 6.7 µM; 360,000 compounds, 0.43% hits; in the data active means inhibition above about 8.5%
NPR2 activator: GC-B (human) receptor activation. P20594. HEK293-GC-B cells, CNP EC30, cGMP TR-FRET; 0% at EC30 CNP, 100% saturating CNP. activation, % at 10 µM. 370,000 compounds, 0.11% hits. AID 1920062;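 active means activation at 10 µM reaching about 35% in either raw or pattern-adjusted values, limit read from the data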
ABHD4 inh: ABHD4 (mouse) inhibition, primary FP screen; AID 720543; inhibition, % at 8.92 µM; Q8VD66; 370,000 compounds, 0.54% hits; purified mABHD4, FP-Rh probe fluorescence polarization;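 active means inhibition exceeding the mean over every tested compound plus 3 SD, cut at about 30% in these data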;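 further: 0% = plate median of compound wells and 100% = S159A mutant with DMSO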
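system = mouse ABHD4 enzyme, wild type | medium = HEPES pH 7.0, NaCl, Pluronic buffer | also added = FP-Rh probe | incubation = Enzyme–compound pre-incubation 45 min, then probe 60 min, both 25 °C | technique = fluorescence polarization, excitation 525 nm, emission 598 nm, BODIPY TMR filters | controls = S159A mutant high control, sample median low control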
NR1D1 modulator: Rev-erb alpha (human) modulation; P20393; activity, % at 10 µM; 370,000 compounds, 0.79% hits; Rev-erbα–FITC-DNA binding, fluorescence polarization, 90 min; AID 1259318;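 active means activity above about 14%, limit read from the data; passing the limit was not always enough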;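 further: 0% = DMSO wells with 35 nM protein and 100% = DMSO wells with 750 nM protein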
Target sequence (P20393 whole entry, looked up): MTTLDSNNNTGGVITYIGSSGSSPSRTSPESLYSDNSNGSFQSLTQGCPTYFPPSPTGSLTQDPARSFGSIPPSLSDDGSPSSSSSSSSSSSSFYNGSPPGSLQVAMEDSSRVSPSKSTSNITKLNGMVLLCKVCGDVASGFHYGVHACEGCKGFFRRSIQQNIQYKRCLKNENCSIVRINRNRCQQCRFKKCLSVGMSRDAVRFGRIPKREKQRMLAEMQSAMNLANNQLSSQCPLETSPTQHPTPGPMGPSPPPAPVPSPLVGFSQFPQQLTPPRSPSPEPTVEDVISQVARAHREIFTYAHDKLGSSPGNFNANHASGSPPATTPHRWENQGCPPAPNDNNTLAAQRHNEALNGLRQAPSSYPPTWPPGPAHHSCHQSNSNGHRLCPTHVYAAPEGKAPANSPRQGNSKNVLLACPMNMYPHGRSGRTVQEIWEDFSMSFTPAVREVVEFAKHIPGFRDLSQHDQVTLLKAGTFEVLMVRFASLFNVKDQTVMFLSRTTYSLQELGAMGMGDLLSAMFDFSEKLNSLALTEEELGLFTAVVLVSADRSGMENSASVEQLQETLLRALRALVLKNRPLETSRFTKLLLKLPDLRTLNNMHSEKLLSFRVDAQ
NPR1 activator: GC-A (human) enzyme activation; P16066; HEK293 GC-A cells, cGMP TR-FRET, EC30 ANP; 0% at EC30 ANP, 100% saturating ANP; activation, % at 10 µM; 370,000 compounds, 0.14% hits; AID 1671463; in the data active means activation above about 40%
HTRA1 inh: HTRA1 (human) protease inhibition. 340,000 compounds, 0.5% hits. inhibition, % at 5.96 µM. recombinant HTRA1, FP-rhodamine activity-based probe, fluorescence polarization. Q92743; in the data active means inhibition above about 36%;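 further: 0% = enzyme with DMSO and 100% = wells lacking enzyme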
rCAG RNA binder: molecules binding r(CAG) RNA repeats. r(CAG) RNA repeat, TO-PRO-1 dye displacement fluorescence. inhibition, % at 3 µM. 370,000 compounds, 1.3% hits;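 active means inhibition above the plate cutoff, the mean of all test compounds on that plate plus 3 SD, cut at about 35% in these data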;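 further: 0% = DMSO alone and 100% = 100 µM mitoxantrone as full dye displacement; higher means more dye released from RNA so lower well fluorescence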
SMARCA2 activ: SMARCA2 function activation, primary screen; MG213 cells, MMTV-luciferase reporter, dexamethasone, overnight; activation, % at 9.1 µM; 370,000 compounds, 1% hits; AID 652017; in the data active means activation above about 7.8%;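 further: 0% = vehicle wells and 100% = reference activator wells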
The depositor's hits bear a star; · = not tested or not shown; & = joins results of further samples.

SMILES	ASAP1 GAP inh	ARFGAP1 inh	PG9 binder	NPR2 activator	ABHD4 inh	NR1D1 modulator	NPR1 activator	HTRA1 inh	rCAG RNA binder	SMARCA2 activ
Cc1cccc(-n2c(Cc3cc(=O)[nH]c(=O)[nH]3)nnc2SCC(=O)N2CCc3ccccc32)c1	4	-4	-0.4	1	3	-6	-2	-1	4	1
CCOc1ccccc1OCCCC(=O)Nc1nc2ccccc2[nH]1	0	-5	-0.4	-2	-4	-4	-3	1	-5	-4
CC(C)(C)NC1=CC(=O)OC12CCCCC2	15	-2	-1.8	-5	4	-2	1	-5	0	-3
Cn1cnnc1SC1c2cccc3cccc(c23)C1NS(=O)(=O)c1ccccc1 (configuration not stated)	-5	-2	0.7	3	6	-2	-1	-11	3	-1
CNc1nc(-c2ccccn2)nnc1-c1ccccc1	-5	-3	0.4	1	-7	8	2	21	0	-3
COc1ccc(CNC(=O)Cn2cccc2C(=O)c2ccccc2C)cc1	-11	-2	0.4	-4	-3	1	-6	2	0	3
CC(=O)SCC(C)C(=O)NCc1ccccc1 (configuration not stated)	-14	6	1.5	-4	0	3	-1	2	-2	-1
COc1ccccc1OCC(=O)N/N=C1/C=C(C)CC1	-4	8	-2.0	4	-6	3	-5	7	-4	0
Cc1ccc(S(=O)(=O)N2CCN(C(=O)CSc3nnnn3C)CC2)c(C)c1	-7	17	3.2	-3	0	-3	1	1	-4	-3
COc1ccc(C2=NN(c3nc(-c4ccccc4)c(CC(=O)O)s3)C(c3ccco3)C2)cc1 (configuration not stated)	1	2	-1.1	-13	-8	-2	-6	-32	46*	4
COc1cc(NC(=O)c2cnc(N)s2)cc(C(=O)Nc2cccc(C(F)(F)F)c2)c1	10&-10	8&16	0.7&-0.7	0&1	-85&-62	1&-1	-2&-3	-90	9&16	2&4
Cc1cccc(NC(=S)NNC(=O)c2csc3c2CCCC3)c1	0	11	-1.8	3	3	3	2	0	24	4
CCOCCCNC(=O)C1CC(=O)N(CCc2ccccc2)C1 (configuration not stated)	-15	4	-2.3	-1	-6	5	2	0	-3	-3
Cc1ccc(S(=O)(=O)NC(=O)NN2CC3CCCC3C2)cc1 (configuration not stated)	6	15	-1.5	1	0	-3&-7	2	6	1	-1
COc1ccc(N2CCN(C3C(=O)Nc4ccccc4-n4nnnc43)CC2)cc1 (configuration not stated)	-5	-4	0.7	-1	4	-1	2	·	5	-1
COc1ccc(CCNS(=O)(=O)c2ccc3c(c2)NC(=O)CCS3)cc1OC	-2	-1	0.7	10	4	-6	3	4	-1	-4
CS(=O)(=O)N1CCN(c2ccccc2NC(=O)C(c2ccccc2)c2ccccc2)CC1	5	-11	-1.3	-8	1	3	-10	-14	-4	-3
CCc1ccccc1NC(=O)c1ccccc1N1C(=O)C2C3C=CC(C3)C2C1=O (configuration not stated)	3	4	-1.0	-4	2	2	3	-3	-2	0
CCN1CNC(=S)N(c2cccc(C)c2C)C1	6	-5	-0.9	9	2	-2	-2	0	-1	0
CN(Cc1cnn(C)c1)C(=O)C1CCC(=O)N(Cc2cccc(F)c2)C1 (configuration not stated)	-12	13	-2.2	-4	-14	1	-1	2	-4	-2
Nc1ccc2c(c1)C(=O)c1cc(Cl)c(Cl)cc1-2	-1	1	-4.3	-5	16	-4	8	31	6	-2
CCNc1nc(OC)nc(SCC(N)=O)n1	7	7	-2.4	2	12	0	6	9	0	1
N#C/C(=C\c1ccc([N+](=O)[O-])cc1)C(=O)Nc1ccccc1O	1	6	-2.5	-16	4	4	-18	-2	9	2
COc1ccc(C(CC(=O)O)NC(=O)Nc2ccccc2)cc1OC (configuration not stated)	-2	4	-0.6	2	-2	-4	-2	6	-2	-1
CCOC(=O)c1cnc2ccccc2c1Nc1ccc(C(=O)O)cc1	-7	-12	0.0	-8	11	0	0	-12	0	-2
CCOC(=O)c1c(C)c(C(=O)NCCOC)c(C)n1CC	-3	-10	-0.4	4	9	1	8	4	-3	1
COCCNC(=S)N(CCN(C)C)Cc1cc2cc3c(cc2[nH]c1=O)OCO3	4	-10	1.8	0	0	-2	-4	-7	6	1
CC1CC(C)(C)NC(=S)N1CCC(=O)NCc1ccc(F)cc1 (configuration not stated)	10	4	0.2	2	-6	-2	3	0	-3	-3
COc1ccc(C2=NCCn3nc4cc(OC)ccc4c32)cc1	3	13	1.1	4	2	1	1	-4	-3	3
CNc1c([N+](=O)[O-])cnn1-c1ccccc1Cl	-12	2	-0.6	5	2	-7	4	-3	0	2
Cc1cc(C)nc(NC(=O)c2ccc(Cl)cc2[N+](=O)[O-])c1	1	13	-0.4	-1	6	1	0	-3	1	-3
COc1ccc(OC)c(C(=O)CSc2nc3cccnc3n2C)c1	9	11	0.9	-1	8	6	0	2	-2	-2
CCCC(=O)CN1C(=O)C2(OCCO2)c2ccccc21	7	-9	0.0	3	2	3	-1	6	-1	1
NC(=O)c1oc2ccccc2c1NC(=O)C1CCCCC1	8	8	1.4	2	-4	6	-6	2	2	-3
Cc1cc(S(=O)(=O)Nc2ccc3cn[nH]c3c2)c(C)cc1Cl	9	0	-0.8	-3	-15	-1	-7	-23	7	-3
O=C(c1ccc(Cl)c([N+](=O)[O-])c1)N(Cc1cccc(Cl)c1)C1CCS(=O)(=O)C1 (configuration not stated)	6	7	-3.1	-12	-4	6	-25	6	2	10*

Reprinted at random: three compounds from above
SMILES	ASAP1 GAP inh	ARFGAP1 inh	PG9 binder	NPR2 activator	ABHD4 inh	NR1D1 modulator	NPR1 activator	HTRA1 inh	rCAG RNA binder	SMARCA2 activ
CCOc1ccccc1OCCCC(=O)Nc1nc2ccccc2[nH]1	0	-5	-0.4	-2	-4	-4	-3	1	-5	-4
COc1ccc(CNC(=O)Cn2cccc2C(=O)c2ccccc2C)cc1	-11	-2	0.4	-4	-3	1	-6	2	0	3
Cc1ccc(S(=O)(=O)N2CCN(C(=O)CSc3nnnn3C)CC2)c(C)c1	-7	17	3.2	-3	0	-3	1	1	-4	-3

As a short view, 2 of the compounds above:
SMILES	ASAP1 GAP inh	ARFGAP1 inh	PG9 binder	NPR2 activator	ABHD4 inh	NR1D1 modulator	NPR1 activator	HTRA1 inh	rCAG RNA binder	SMARCA2 activ
Cc1cc(S(=O)(=O)Nc2ccc3cn[nH]c3c2)c(C)cc1Cl	9	0	-0.8	-3	-15	-1	-7	-23	7	-3
O=C(c1ccc(Cl)c([N+](=O)[O-])c1)N(Cc1cccc(Cl)c1)C1CCS(=O)(=O)C1 (configuration not stated)	6	7	-3.1	-12	-4	6	-25	6	2	10*

Further records:
SMILES	ASAP1 GAP inh	ARFGAP1 inh	PG9 binder	NPR2 activator	ABHD4 inh	NR1D1 modulator	NPR1 activator	HTRA1 inh	rCAG RNA binder	SMARCA2 activ
Cc1ccc(OCCC(=O)OCC(=O)Nc2ccc3[nH]c(=O)[nH]c3c2)cc1	8	-10	0.3	0	9	-3	2	-5	0	-1
O=C(c1cscn1)N1CCCC(N2CCN(c3ccc(F)cc3)CC2)C1 (configuration not stated)	3	8	-1.2	1	3	-2	1	5	-6	0
O=C(NCC1CCCO1)c1c(O)nc2sccn2c1=O (configuration not stated)	1	9	-2.5	0	-5	-2	-2	1	3	0
O=C(Nc1ccc(N2CCOCC2)c(S(=O)(=O)Nc2ccccc2Cl)c1)c1ccccc1	9	-5	3.0	0	-25	3	1	-63	11	-6
Cc1coc2c1c(C)cc1oc(=O)c(CC(=O)N[C@@H](C)C(=O)O)c(C)c12	10	8	0.6	-5	2	3	1	-2	9	4
O=C(c1n[nH]c(=O)c2ccccc12)N1CCOCC1	-8	-9	2.0	13	1	-1	0	0	1	-4
CNc1ccccc(-c2ccc3cc4c(cc3n2)OCO4)c1=O	-3	4	-3.4	-5	6	-4	0	13	-4	0
O=C(CN1CCN(c2ccc(F)cc2)CC1)c1cccs1	-13	10	-2.0	3	4	5	1	8	0	2
COc1ccc(OCCOC(=O)CN2C(=O)NC3(CCCC3)C2=O)cc1	1	8	0.4	3	3	5	0	0	-5	0
CCc1nnnn1-c1ccc([N+](=O)[O-])cc1C	4	-15	-2.7	-1	-3	-2	-2	-3	-3	0
Cc1ccc(S(=O)(=O)N(C)c2ccc(C(=O)NCc3ccccc3F)cc2)cc1	0	8	0.0	4	-10	4	0	-19	-6	-2
CC(=O)CSc1ncnc2c1oc1ccccc12	7	-8	-21	0	0	-4	-2	-3	0	3
Cn1ncc(Cl)c1C(=O)N1CCN(S(=O)(=O)c2ccc(Cl)s2)CC1	-3	-10	1.1	-5	2	-1	-8	-5	-4	0
CN1c2ccccc2Oc2nnc(N3CCN(Cc4ccccc4)CC3)cc21	4	-22	-1.8	-26	-3	-1	-43	5	-6	5
Cc1ccc(-c2csc(/C=C3\SC(C)C(=O)N3CC(=O)Nc3ccccc3F)n2)cc1 (configuration not stated)	10	-11	-0.1	-4	-1	2	-1	5	8	-1
CC1(C)CC(=O)C2=C(C1)N(c1ccc(F)cc1)C(N)=C(C#N)C2c1cccs1 (configuration not stated)	8	4	0.8	-4	-6	1	0	-14	7	0
CC(C)(C)NC(=O)NC(=O)CN1C(=O)NC(c2ccccc2)(c2ccccc2)C1=O	6	-6	1.6	6	0	0	0	-6	-7	-2
COC(=O)[C@@H](Cc1ccccc1)NC(=O)/C=C/[C@H]1O[C@@H](n2cnc3c(NC(=O)c4ccccc4)ncnc32)[C@H](O)[C@@H]1O	4	19	0.6	1	0	8	-2	·	2	2
COc1ccccc1C(=O)NCCNC(=O)c1ccc(C)nc1	-3	0	0.2	1	-2	-6	4	5	0	-3
Cc1cc(C(=O)N/N=C2\CC(=O)c3ccccc32)c(C)n1-c1ccccc1	-1	10	-2.1	1	21	4	-3	24	19	-1
O=C(N[C@H]1/C=C\[C@@H](O)CCCC1)OCc1ccccc1	5	-2	-0.4	2	-3	-5	3	2	-1	7
CC(=O)c1cccc(-c2ccc(CN3C(CC(C)C)C(=O)N(Cc4cn(CC5CCCCC5)nn4)CCS3(=O)=O)cc2)c1 (configuration not stated)	-12	1	0.1	2	-5	2	-4	-47	19	-1
O=C1CC(N2CCN(c3ccccc3)CC2)C(=O)N1CCc1ccccc1 (configuration not stated)	-4	-1	0.1	8	-4	0	0	-3	-7	-3
CC(C)NC(=O)Nc1ccc2c(c1)C(=O)N([C@H](C)CO)C[C@H](C)[C@@H](CN(C)Cc1ccc3c(c1)OCO3)OCCCC[C@@H](C)O2	18	-2	-1.8	-2	3	-2	1	-3	6	2
COc1ccc(Nc2nnc(SCC(=O)NC3CC3)s2)cc1	-10	-13	-0.4	-5	-8	2	-8	5	3	-1
c1ccc(Nc2nc(-c3ccncc3)nc3ccccc23)cc1	-6	8	-1.2	7	9	30*	1	-14	-1	0
O=C(N/N=C/c1cccnc1)c1cccc(Cl)c1	-3	4	-1.1	1	1	0	6	-7	18	2
Cc1cc2[nH]ncc2cc1NC(=S)NC(=O)c1ccccc1	12	0	-0.2	0	-8	-8	-10	-11	0	-5
COC(=O)CSc1nnc(CNC(=O)c2cccs2)n1-c1cc(OC)ccc1OC	·	·	·	-1	·	4	1	0	·	·
COc1ccc(C2=NS(=O)(=O)N(C)C(C(=O)N3CCC(C(N)=O)CC3)=C2)cc1	-6	-15	-0.8	0	-2	4	2	-3	5	-4
NC(=O)C1CCN(CCC(=O)Nc2ccc(F)c(F)c2)CC1	0	-3	0.6	5	2	-1	3	-2	3	-2

Compound activity from PubChem.
